Source: PubChem BioAssay (National Center for Advancing Translational Sciences (NCATS))
Menin MLL FP TR – inhibitors of human menin-MLL interaction, mutant MLL peptide; 270,000 tested, 0.23% active; Potency, µM (doses to about 61.6 µM), inactives show at the highest dose FP activity change, negative = inhibition, most hits filed as inhibitors; AID 1768; O00255; Menin + Texas Red MLL mutant peptide, fluorescence polarization; active = well fitted inhibition curve with a large enough effect in the polarisation, with a control signal flat, not every such curve was filed as active; inconclusive = small, poorly fitted or top-dose-only effect, or effect the other way, or a change in a side signal; inactive = no such curve, though single readings can be large or run the other way; the % refers to the polarisation; note: potency is the fitted concentration of half-maximal effect; % of control where 0% means no effect; many of its hits are not listed in these tables
Target sequence (O00255 whole entry, looked up): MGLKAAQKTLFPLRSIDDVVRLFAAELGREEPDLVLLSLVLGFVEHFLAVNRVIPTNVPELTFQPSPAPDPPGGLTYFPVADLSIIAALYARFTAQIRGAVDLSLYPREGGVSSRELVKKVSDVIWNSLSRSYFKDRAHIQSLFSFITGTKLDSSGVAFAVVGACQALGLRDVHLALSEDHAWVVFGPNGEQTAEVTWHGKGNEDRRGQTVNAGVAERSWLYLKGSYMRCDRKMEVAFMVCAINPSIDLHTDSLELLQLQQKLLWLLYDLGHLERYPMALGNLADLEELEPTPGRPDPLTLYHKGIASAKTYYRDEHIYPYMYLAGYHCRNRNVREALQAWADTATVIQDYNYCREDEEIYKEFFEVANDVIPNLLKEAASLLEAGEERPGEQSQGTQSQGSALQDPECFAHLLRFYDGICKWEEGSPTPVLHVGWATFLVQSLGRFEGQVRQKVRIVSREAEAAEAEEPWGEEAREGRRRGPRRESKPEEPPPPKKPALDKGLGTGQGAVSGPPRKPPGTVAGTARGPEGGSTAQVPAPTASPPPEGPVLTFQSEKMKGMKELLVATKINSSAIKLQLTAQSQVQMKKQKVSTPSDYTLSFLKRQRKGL
FBPA coupling cs – counter-screen for Giardia aldolase inhibitors: coupling enzyme system; coupling enzyme system counterscreen, AmpLite Red fluorescence; activity change, negative = inhibition, % at 58.2 µM, hits read low; 290,000 tested, 0.67% active; AID 2472; in the data active = activity change below about -30%; note: % is set by controls: 0 for no effect and ±100 for the full control effect
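Counterscreen lacking aldolase: glyceraldehyde-3-phosphate coupling-enzyme reagent preincubated 10 min at RT with compound (at 57.5 uM final), then substrate/coupling system with AmpLite Red added; fluorescence read at 525/598 nm after 20 min RT.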
Giardia kill – Giardia lamblia killing | Giardia lamblia trophozoite viability | 340,000 tested, 0.15% active | activity change, % at 7.66 µM, hits read low; in the data active = activity change below about -80%; inconclusive = between about -30% and that limit;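 note: parasites exposed to compound for two days anaerobically before the ATP read; % is set by controls: 0 for no effect and ±100 for the full control effect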
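Compounds were tested on trophozoites seeded at 100 cells/well and held 48 hrs at 37 deg C anaerobically. An ATP-based luminescent kit measured the remaining live cells.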
KCNH2 WT inh – inhibitors of human wildtype KCNH2 potassium channel. Q12809. U2OS, BacMam KCNH2, thallium flux FluxOr; active compounds read low. activity change, % at 1.84 µM. 340,000 tested, 0.37% active. AID 720551;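 active = maximum activity change below -70%; inconclusive = maximum activity change between -70% and -50%; inactive = maximum activity change above -50%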; note: % is set by controls: 0 for no effect and ±100 for the full control effect
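U2OS cells were transduced with wild-type KCNH2 virus (2.03 x 10^8 / mL) for 4 h at room temperature, then cultured overnight at 37 C. Thallium flux was read with FluxOr dye. Rate constants were normalized to DMSO controls.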
USP2a block – blocks human ubiquitin-specific protease USP2a; O75604; USP2 core, Ub-CHOP2 coupled fluorogenic reporter, 485/531; Potency, µM (doses to about 38.3 µM), inactives show at the top dose activity change, negative = inhibition, actives largely listed as inhibitors; 330,000 tested, 0.01% active;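 note: potency is the fitted concentration of half-maximal effect; plate controls were DMSO wells for no effect and full inhibition by NEM control for full effect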
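Cell-free coupled assay: 10nM USP2 core preincubated 30min RT with compound in Tris-HCl pH 8.0/CaCl2/CHAPS buffer, then 25nM Ub-CHOP2 and 25nM reporter substrate; fluorescence (Ex 485/Em 531) read after 60min RT, normalized to NEM inhibition, concentration-response curves fitted.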
MLL CXXC-DNA inh – MLL CXXC-DNA interaction inhibition; Q03164; MLL-CXXC / FITC-HOXA9 DNA fluorescence polarization; Potency, µM (doses to about 115 µM), for inactives: top-dose activity change, negative = inhibition, hits mostly inhibitors; 290,000 tested, 0.037% active; AID 2662; active = well fitted inhibition curve with a large enough effect in the polarisation, with a control signal flat, not every such curve was filed as active; inconclusive = small, poorly fitted or top-dose-only effect, or effect the other way, or a change in a side signal; inactive = no such curve, though single readings can be large or run the other way; the % refers to the polarisation; note: potency is the fitted concentration of half-maximal effect
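Steps: dispense CXXC domain solution (7 uM) → pin compounds or unlabeled HOX-A9 DNA control → 5 min ambient → add FLSN-HOX-A9 solution (50 nM) → spin → 30 min ambient → fluorescence polarization. Tris pH 7.5/NaCl/DTT/BSA buffer.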
B2AR arrestin – beta2AR (human) beta-arrestin recruitment activity | Potency, µM (highest dose often 46.1 µM), without a hit: at the top dose activation, most hits filed as activators | 330,000 tested, 0.02% active | beta-arrestin recruitment to beta2AR, cell-based reporter | P07550 | AID 492947;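 note: potency is the fitted concentration of half-maximal effect; 0% = DMSO controls and full agonism = EC100 isoproterenol or metaproterenol; nearly all actives have a fitted effect of over 65% in size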
Target sequence (P07550 whole entry, looked up): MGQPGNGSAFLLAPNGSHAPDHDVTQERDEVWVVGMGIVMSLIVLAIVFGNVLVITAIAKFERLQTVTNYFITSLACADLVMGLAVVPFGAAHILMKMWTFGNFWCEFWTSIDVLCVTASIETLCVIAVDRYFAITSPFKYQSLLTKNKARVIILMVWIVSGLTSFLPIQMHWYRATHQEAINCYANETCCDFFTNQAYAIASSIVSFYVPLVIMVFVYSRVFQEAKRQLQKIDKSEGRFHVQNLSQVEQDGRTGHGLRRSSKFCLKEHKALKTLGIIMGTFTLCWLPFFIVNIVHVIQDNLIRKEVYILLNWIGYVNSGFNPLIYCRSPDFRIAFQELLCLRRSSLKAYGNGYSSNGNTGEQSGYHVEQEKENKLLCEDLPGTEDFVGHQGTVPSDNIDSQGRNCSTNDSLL
GALK inhibitor – blocks human galactokinase activity; 270,000 tested, 0.007% active; Potency, µM (titrated, usually from 57.5 µM), inactives show at the highest dose activity change, negative = inhibition, most hits filed as inhibitors; P51570; Purified GALK, Kinase-Glo residual ATP luminescence; note: potency is the fitted concentration of half-maximal effect; % is set by controls: 0 for no effect and ±100 for the full control effect
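Galactose (100 uM) and ATP (35 uM) were turned over by 5 nM GALK for 1 h at RT. Kinase-Glo Plus then converted the remaining ATP into a luminescent signal.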
KCNH2 3.1 inh – KCNH2 3.1 (human) potassium channel inhibition. U2OS KCNH2 3.1, thallium flux FluxOr; active compounds read low. activity change, % (tested at about 1.8 µM). 340,000 tested, 0.95% active. AID 720553;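 active = maximum activity change below -70%; inconclusive = maximum activity change from -70% to -50%; inactive = maximum activity change above -50%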;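 note: thallium influx rate constant from kinetic fluorescence after stimulation buffer; % is set by controls: 0 for no effect and ±100 for the full control effect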
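Thallium flux via FluxOr fluorescence (Red40 quencher, 45 min loading) in U2OS cells virally expressing the KCNH2 3.1 isoform (1.77 x 10^8 /mL virus, overnight at 37 C). Rate constants from 2-min kinetic reads post-stimulation, normalised to positive and negative controls.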
PKM2 activator – increases activity of human pyruvate kinase M2 | P14618 | purified PKM2, Kinase-Glo ATP luminescence, activation; response scale: 0% is enzyme alone, no compound | Potency, µM (titrated, usually from 57.5 µM), for the others: top-dose activation, usual class: activators | 260,000 tested, 0.34% active | AID 1631; note: potency is the fitted concentration of half-maximal effect; % is set by controls: 0 for no effect and ±100 for the full control effect; nearly all actives have a fitted effect of over 55% in size
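ATP formation by purified human PK-M2, quantified via coupled luciferase luminescence after 1 h at room temperature with 0.1 mM ADP and 0.5 mM PEP final.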
TRPV1 agonist – activates the human vanilloid receptor TRPV1; 320,000 tested, 0.19% active; activation, % at 8.33 µM; AID 540275; Q8NER1; TRPV1-expressing cells, Fluo-8 calcium influx, agonist mode; in the data active = activation above about 80%; inconclusive = between about 30% and that limit; note: 0% is about no effect
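Fluo-8 calcium influx in TRPV1-expressing cells, kinetic read (ex 480/em 520 nm). Compound added and read 3 min for agonist activity, followed by capsaicin at EC20 final and 2 min further read for enhancement.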
* hit, by the source's call; ? = inconclusive; / = not tested or not shown; & = joins results of further samples; ! = a repeat was not active; [ ] = remark or other dose. Unless noted, calls come from the whole dose curve; as a rule, active = well fitted curve in the direction sought with a large enough effect; inconclusive = small, poorly fitted or top-dose-only effect, or another doubt; inactive = no such curve, though single readings can be large; an effect the other way counts as inactive or inconclusive. Only part of the results is shown. The share of hits here may be higher or lower than overall.

SMILES | Menin MLL FP TR | FBPA coupling cs | Giardia kill | KCNH2 WT inh | USP2a block | MLL CXXC-DNA inh | B2AR arrestin | GALK inhibitor | KCNH2 3.1 inh | PKM2 activator | TRPV1 agonist
Cc1sc2nc(-c3cccnc3)nc(Cl)c2c1-c1ccccc1 | -12% | -1 | -9 | 6 | 1% | 5% | 1.5% | -1% | -7 | -16% | -5
CCC1(C)Cc2ccccc2-c2nc(NCCO)n(-c3ccccc3)c(=O)c21 (stereo unspecified) | 14% | 0 | 23 | -3 | -1% | -3% | -1.0% | -3% | -9 | 9% | 14
CCOC(=O)c1sc2nc(CC(=O)OC)nc(NCCN(CC)CC)c2c1C | 0% | 0 | 21 | 7 | -1% | 4% | -0.2% | 0% | -10 | -4% | 3
CCC(C)NC(=O)Cn1cnc2sc(C)c(S(=O)(=O)N3CCN(c4ncccn4)CC3)c2c1=O (stereo unspecified) | 13% | 4 | -9 | 36 | -2% | 3% | 0.1% | 11% | 5 | 4% | 2
CC(Sc1nnc(C2CC2)n1-c1ccccc1)C(=O)N1CCNC1=O (stereo unspecified) | / | / | 20 | -6 | -1% | / | -0.8% | / | -3 | / | 5
Cc1ccc(C(=O)OCC(=O)NCc2cc(C)c(O)c(C)c2)cc1S(=O)(=O)N1CCCCC1 | / | / | -22 | 3 | 2% | / | 0.2% | / | -13 | / | 0
Cc1cccc(C(=O)Nc2ccccc2C(=O)Nc2ccc(C(=O)O)cc2)c1 | 25% | 7 | -22 | 3 | -1% | -14% | 0.4% | 4% | -25 | -6% | -2
COc1cccc(NC(=S)N(Cc2ccco2)C(C)c2ccco2)c1 (stereo unspecified) | 0% | -3 | -4 | -8 | 4% | -7% | -0.4% | 1% | 4 | -11% | -1
COc1ccc(C2Nc3ccccc3C(=O)N2c2ccccc2)cc1CSc1ccccn1 (stereo unspecified) | -1% | 2 | 19 | 2 | -2% | 13% | -0.2% | 0% | 2 | -5% | 2
CC1=CC(=O)c2ccccc2C1=O | ? | -33*! | 11&-4 | -7&-10 | 2%&-1% | -4% | -0.4%&-2.8% | 6% | -11&-10 | ? | -1&-5
O=C(CCC(=O)Nc1ccc(Br)cc1)N/N=C/c1ccc(F)cc1 | -27% | -1 | 25 | 15 | 1% | 7% | -0.2% | 7% | 9 | / | 2
Cc1ccc(C2=NS(=O)(=O)N(C)C(C(=O)NCc3cccs3)=C2)cc1 | 26% | 0 | -13 | 8 | -1% | / | -0.4% | / | 20 | 1% | 92*
CCN(CC)CCCn1c2c(c(SCC(=O)Nc3ccc4c(c3)OCCO4)nc1=O)CCC2 | / | / | 1 | 9 | 2% | / | -0.2% | / | 3 | / | 0
COc1ccc(-c2noc(CSc3nc4sc(C)c(C)c4c(=O)n3-c3ccccc3)n2)cc1 | 6% | 0 | -13 | 19 | 5% | 11% | 0.2% | -1% | 5 | 3% | -4
COc1ccc2ccccc2c1/C=N/N1C(=O)CSC1=S | ? | -25 | -10 | 10 | -3% | -3% | 0.1% | 7% | 9 | 14% | 3
Clc1ccc(OCc2nn3c(-c4ccco4)nnc3s2)c(Cl)c1 | -6% | 6 | -11 | 3 | -9% | 30%[activator] | 0.0% | 0% | -37 | 5% | 0
COCc1ccc(CN2CCCC(CCC(=O)NCc3ccc(C)o3)C2)o1 (stereo unspecified) | -6% | 3 | -1 | -1 | 4% | -25% | -0.5% | 0% | 9 | -7% | 3
CC(=O)c1ccc(S(=O)(=O)N2CCN(C(C)C(=O)N(C)Cc3ccccc3)CC2)cc1 (stereo unspecified) | / | / | 9 | -2 | 4% | / | 0.0% | / | 0 | / | /
O=C(COC(=O)[C@@H]1CCCN1S(=O)(=O)c1ccc(Cl)cc1)NC1CC1 | / | / | -8 | 7 | -2% | 0% | 0.0% | -7% | -9 | -6% | 0
O=C(CN(CCc1ccccc1)C(=O)CN1C(=O)COc2ccccc21)NCc1ccco1 | 15% | 3 | 2 | -6 | 4% | 1% | -0.3% | 1% | -14 | 11% | 3
N#CC1(c2ccccc2)CCC(=O)N1Cc1ccccc1 (stereo unspecified) | / | 3 | 51[activator] | 11 | 2% | -4% | -0.3% | 3% | 7 | -4% | 3
Cc1ccc2cccc(OCc3cccc([N+](=O)[O-])c3)c2n1 | 30%[activator] | 0 | -11 | 0 | 1% | ? | 0.5% | 0% | 3 | / | 2
O=c1[nH]c2ccccc2n2c(-c3ccncc3)nnc12 | 15% | 2 | 3 | -4 | 3% | -2% | -0.4% | / | -13 | 5% | 0
O=S(=O)(/N=C(/Nc1nc2ccccc2s1)c1ccccc1)c1ccccc1 | / | / | 3 | -12 | -6% | / | 2.7% | / | 0 | / | 21
O=C(Nc1ccc(Cl)cc1)c1nc[nH]c1C(=O)N1CCN(c2ccccc2)CC1 | / | / | 11 | 2 | -5% | / | -0.6% | / | 4 | / | /
O=C(COc1ccc(F)cc1)N1CCCc2ccccc21 | -11% | 1 | 2 | -5 | 1% | 0% | -0.1% | 5% | -7 | 2%[0.46 µM] | 0
CCOc1ccc(CCNC(=O)CSc2cc(=O)n(CC)c3ccccc23)cc1OCC | 8% | 2 | -12 | 1 | 3% | 76%[activator] | 0.3% | 1% | 4 | 5% | -1
CCCCNC(=S)N/N=C/c1sccc1C | ? | 1 | 16 | -15 | 1% | 5% | 0.4% | -2% | -17 | -4% | 15
CCN(CC)CCCN(Cc1cc2cc(OC)ccc2[nH]c1=O)C(=O)Nc1ccc(F)cc1 | -10% | -2 | -22 | ? | 3% | 7% | -0.2% | -2% | -39 | -1% | -3
Cc1nnc(NC(=O)CN2CCN(Cc3ccc(F)cc3Cl)CC2)s1 | 7% | 3 | 20 | -13 | -1% | 2% | 0.4% | 0% | 14 | 0% | 2
CCOc1ccc(S(=O)(=O)NCC2CCCO2)cc1NC(=O)c1ccccc1F (stereo unspecified) | ? | 0 | 10 | -1 | 1% | -2% | -0.9% | 0% | -7 | 0% | 2
O=C(CSc1nc2scc(-c3ccccc3)c2c(=O)[nH]1)NC1CCCCC1 | -15% | 6 | / | / | -8% | 24% | -0.3% | -2% | / | -12% | 0
COc1cc([C@H]2OC[C@H]3[C@@H]2CO[C@H]3c2ccc(O)c(OC)c2)ccc1O | / | / | -13 | -4 | 0% | / | -0.2% | / | 4 | / | /
CCC(C)N(C(=O)COC(=O)c1ccc(=O)n(Cc2ccccc2)n1)C1CCS(=O)(=O)C1 (stereo unspecified) | / | / | -7 | 12 | 2% | / | 0.0% | / | -3 | / | 0
Nc1nonc1C(=O)NCCNCc1ccccc1 | 0% | 4 | -17 | -3 | 1% | ? | 0.9% | 0% | 19 | 0% | 9

In the list so far, five have fluorine:
SMILES | Menin MLL FP TR | FBPA coupling cs | Giardia kill | KCNH2 WT inh | USP2a block | MLL CXXC-DNA inh | B2AR arrestin | GALK inhibitor | KCNH2 3.1 inh | PKM2 activator | TRPV1 agonist
O=C(CCC(=O)Nc1ccc(Br)cc1)N/N=C/c1ccc(F)cc1 | -27% | -1 | 25 | 15 | 1% | 7% | -0.2% | 7% | 9 | / | 2
O=C(COc1ccc(F)cc1)N1CCCc2ccccc21 | -11% | 1 | 2 | -5 | 1% | 0% | -0.1% | 5% | -7 | 2%[0.46 µM] | 0
CCN(CC)CCCN(Cc1cc2cc(OC)ccc2[nH]c1=O)C(=O)Nc1ccc(F)cc1 | -10% | -2 | -22 | ? | 3% | 7% | -0.2% | -2% | -39 | -1% | -3
Cc1nnc(NC(=O)CN2CCN(Cc3ccc(F)cc3Cl)CC2)s1 | 7% | 3 | 20 | -13 | -1% | 2% | 0.4% | 0% | 14 | 0% | 2
CCOc1ccc(S(=O)(=O)NCC2CCCO2)cc1NC(=O)c1ccccc1F (stereo unspecified) | ? | 0 | 10 | -1 | 1% | -2% | -0.9% | 0% | -7 | 0% | 2
